# HTR5A inv ag: counter-screen for OPRM1-OPRD1 inverse agonists: human HTR5A inverse agonism; HTR5A cell line, luminescence; inhibition, % at 9.3 µM; 340,000 tested, 0.083% active; AID 504634; in the data active = inhibition mostly above about 23%, no sharp cut-off; inactive = mostly below about 18%;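 note: 0% = cells with DMSO and 100% = no-cell wells with DMSO; some compounds called inactive have numbers as strong as hits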
# phage Ecoli inh: E. coli growth loss with phage present; inhibition, % at 11.9 µM; growth absorbance; AID 651602; 360,000 tested, 0.26% active; in the data active = inhibition above about 11%
# AddAB inh: less growth of phage-infected E. coli with AddAB | E. coli expressing H. pylori AddAB, absorbance growth | inhibition, % at 11.9 µM | 330,000 tested, 0.29% active; in the data active = inhibition above about 12%;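 note: 0% = vehicle wells of infected cells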
# SUMO Mot1 rescue: blocks SUMOylation pathway, rescuing yeast Mot1-301 growth. S. cerevisiae Mot1-301 growth rescue, ATP luminescence, 38.5C; percent above DMSO median, 100 means doubled. growth rescue, % at 18.8 µM. 320,000 tested, 1% active. AID 2716;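 active = every valid replicate shows activation above 250% relative to neutral control wells; inactive = the rest, any valid replicate at or below 250%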;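 note: OY570 slx delta 5 strain wells were the positive control but not used for scaling; some compounds called inactive have numbers as strong as hits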
# Tat transport: E. coli Tat transport inhibition | E. coli MC4100 TorA-mCherry Tat export, fluorescence | inhibition, % at 10 µM | 340,000 tested, 0.036% active | AID 488895;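 active = mean replicate inhibition at least 50% and at least half of replicates individually reaching 50%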;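 note: exported cargo escapes ClpAP degradation while cytoplasmic cargo is degraded and loses fluorescence; 0% = median of neutral control wells and 100% = median of NaSCN control wells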
# HTR5A ag: counter-screen for OPRM1-OPRD1 agonists: human HTR5A agonism; HTR5A agonist assay, luminescence, cell-based; activation, % at 9.3 µM; P47898; 340,000 tested, 0.61% active; in the data active = activation mostly above about 9.5%, no sharp cut-off; inactive = mostly below about 7.6%;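 note: 0% = cells with vehicle only and 100% = reference agonist; strong numbers were not always called active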
# Ecoli viability: reduces bacterial viability in AddAB counter-screen; 330,000 tested, 0.27% active; AID 449728; inhibition, % at 11.9 µM; E. coli V3065 growth, OD600 absorbance, 18 h;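 active = inhibition above the campaign's mean inhibition across all tested compounds plus 3 SD, cut at about 9.9% in these data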;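 note: uninfected addAB+ strain grown without phage in ampicillin broth; 0% = DMSO wells and 100% = ciprofloxacin 0.95 µg/ml wells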
# PKA-R2B act: activates the human PKA-R2B holoenzyme complex; 340,000 tested, 0.079% active; PKA-R2B holoenzyme dissociation, Cy5-IP20 fluorescence polarization; R2B truncated from residue 108, S112A mutant; 0% DMSO only, 100% 113 µM cGMP; P22694+P31323; activation, % at 11.4 µM;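 active = activation above a cutoff set at the mean over all compounds plus 3 SD, cut at about 18% in these data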;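 note: higher means more holoenzyme dissociation and a rise in polarization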
# Target sequence (P31323 whole entry, looked up, other chains not shown, the tested form may be a part): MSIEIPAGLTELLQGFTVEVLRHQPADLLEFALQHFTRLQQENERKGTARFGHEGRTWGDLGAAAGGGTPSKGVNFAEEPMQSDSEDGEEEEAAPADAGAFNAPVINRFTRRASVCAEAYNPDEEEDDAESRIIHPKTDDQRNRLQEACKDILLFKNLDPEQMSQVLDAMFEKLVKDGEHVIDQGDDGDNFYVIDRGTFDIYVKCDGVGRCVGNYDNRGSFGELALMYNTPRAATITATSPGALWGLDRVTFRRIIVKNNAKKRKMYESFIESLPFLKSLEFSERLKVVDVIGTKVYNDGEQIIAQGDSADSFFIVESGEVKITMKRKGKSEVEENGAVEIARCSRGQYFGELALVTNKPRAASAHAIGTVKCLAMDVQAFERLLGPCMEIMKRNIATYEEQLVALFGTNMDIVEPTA
# PKA-R1A act: activators of PKA-R1A complex; P00514+P68181; 340,000 tested, 0.083% active; PKA-R1A dissociation, Cy5-IP20 fluorescence polarization; scaled: DMSO 0%, 113 µM cGMP 100%; activation, % at 11.4 µM; AID 504707;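 active = percent activation above the mean of all tested compounds plus 3 SD, cut at about 19% in these data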;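 note: higher means more PKAc released from R1A so a rise in polarization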
# CDK5 p35 inh: blocks human CDK5/p35 kinase activity. 330,000 tested, 0.01% active. Recombinant CDK5/p35, ADP-Glo luminescence, 60 min. inhibition, % at 10 µM. Q00535+Q15078. AID 488839;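 active = highest replicate inhibition of at least 50% and at least 75% of replicates reaching 50%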;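 note: plate controls were DMSO neutral control for no effect and GW8510 at 10 µM for full effect; many of its hits are not listed in these tables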
# DAGLB inh: blocks human DAGLB lipase activity | HEK293T DAGLB membrane lysate, EnzChek fluorogenic substrate | inhibition, % at 5.17 µM | 340,000 tested, 0.059% active | Q8NCG7; in the data active = inhibition above about 34%;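 note: 0% = enzyme with vehicle and 100% = wells lacking enzyme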
# Target sequence (Q8NCG7 whole entry, looked up): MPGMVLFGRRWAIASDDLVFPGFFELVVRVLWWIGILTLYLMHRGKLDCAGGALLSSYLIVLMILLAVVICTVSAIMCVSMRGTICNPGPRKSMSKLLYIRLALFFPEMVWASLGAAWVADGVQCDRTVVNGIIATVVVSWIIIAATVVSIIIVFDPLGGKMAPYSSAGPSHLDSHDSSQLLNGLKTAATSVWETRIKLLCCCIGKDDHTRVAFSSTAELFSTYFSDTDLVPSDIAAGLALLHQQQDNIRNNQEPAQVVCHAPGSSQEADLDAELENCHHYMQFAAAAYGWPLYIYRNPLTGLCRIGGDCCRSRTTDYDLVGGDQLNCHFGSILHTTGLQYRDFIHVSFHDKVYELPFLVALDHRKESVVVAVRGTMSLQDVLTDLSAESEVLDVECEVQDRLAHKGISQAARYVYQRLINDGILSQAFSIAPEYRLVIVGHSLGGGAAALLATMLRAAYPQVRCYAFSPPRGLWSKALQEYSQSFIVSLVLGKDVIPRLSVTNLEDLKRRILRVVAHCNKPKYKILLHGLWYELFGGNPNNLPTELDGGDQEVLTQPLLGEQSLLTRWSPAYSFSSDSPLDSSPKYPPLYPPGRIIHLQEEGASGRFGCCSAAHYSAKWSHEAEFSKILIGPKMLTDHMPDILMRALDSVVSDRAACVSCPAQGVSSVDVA
# Active calls of the source: *; x = not tested or not shown.
SMILES,HTR5A inv ag,phage Ecoli inh,AddAB inh,SUMO Mot1 rescue,Tat transport,HTR5A ag,Ecoli viability,PKA-R2B act,PKA-R1A act,CDK5 p35 inh,DAGLB inh
COc1ccc(/C=C2\COc3ccccc3C2=O)c(OC)c1,-8,0.3,2.4,-2,13,3,2.0,-1,-9,-0.7,-8
Cc1cc(Cl)c(S(=O)(=O)Nc2ccc(S(=O)(=O)N3CCOCC3)cc2)cc1OCC(N)=O,-14,1.8,0.2,400,-2,5,-1.0,-10,-1,-1.4,0
O=C(Nc1ccc(Br)cc1)N1CCCCCC1,11,4.3,0.0,-2,4,-4,-1.4,4,-7,-0.5,0
CCN1CCN(CCCNC(=O)c2ccc(NC(=O)C3=C(C)OCCS3)cc2)CC1,-28,3.7,2.4,-7,-2,-1,-3.2,-4,-2,x,-2
Cc1ccc([N+](=O)[O-])cc1N=Nc1c(-c2ccc([N+](=O)[O-])cc2)[nH]n(C(N)=S)c1=O,-4,x,x,x,-9,1,x,-3,-20,0.5,7
COc1ccc(/C(C)=N/NC(=O)CNC(=O)C2COc3ccccc3O2)c(OC)c1 (stereo not given),0,-0.1,1.2,-6,-14,-1,1.0,12,-1,-0.1,3
O=C(NCCc1ccccc1)C1CCN(Cc2ccccc2F)CC1,4,0.1,3.3,82,-8,3,0.6,-2,4,-2.2,1
CCSc1ncc(C)cc1[N+](=O)[O-],15,2.8,0.7,-25,2,-1,0.3,-10,0,-1.6,0
CCOc1ccc2nc(SC(C)C(N)=O)[nH]c2c1 (stereo not given),-5,1.1,0.0,7,0,-3,-3.3,6,6,-2.1,1
CCc1nc(SCc2cccnc2)c2c(=O)n(C)c(=O)n(C)c2n1,6,2.7,1.3,-7,1,-3,2.8,3,7,-2.6,0
O=C(Nc1ccc(N2CCCCC2)c(Cl)c1)c1cccnc1,18,2.5,3.0,20,-7,4,-1.9,-6,1,0.4,1
COC(=O)c1ccc(C2c3c(oc4ccc(F)cc4c3=O)C(=O)N2CCO)cc1 (stereo not given),24,0.6,1.4,3,18,2,0.0,3,9,-0.6,-1
COc1cc(OC)c(N2CC(C(=O)Nc3cccc(C(=O)NC4CC4)c3)CC2=O)cc1Cl (stereo not given),7,2.5,x,x,-9,-7,x,-12,-6,1.7,0
NC(=S)NC1CC2C=CC1C2 (stereo not given),10,2.6,-4.3,-14,-4,4,-5.0,-5,-16,0.9,0
CS(=O)(=O)N1CCc2nc(-c3ccccc3)sc2C1,3,-0.7,1.1,-1,0,-1,0.5,3,0,0.7,-2
COc1cc(C2/C(=C(/O)c3ccc(OCC(C)C)cc3)C(=O)C(=O)N2CCN(C)C)ccc1O (stereo not given),22,2.8,1.4,18,-6,-8,3.4,5,-2,-0.1,4
CCn1c2ccc(C)cc2c2nnc(SCCN3CCCCC3)nc21,4,2.5,-2.1,-1,-7,-1,-2.1,2,-7,-0.1,0
Cc1ccc2c(c1)N(Cc1cccc(Cl)c1)C(=O)c1cccnc1O2,-14,3.2,2.9,-11,9,1,-0.3,-6,-2,0.8,-3
CC(=O)N1CC2(CC(=O)OC(C)C)CN(C(C)=O)CC(CC(=O)OC(C)C)(C1)C2=O,-6,1.4,x,x,1,2,x,-5,-7,1.5,-3
CC(=O)c1cccc(CN2CCc3ccc(NC(=O)C4CCCO4)cc3C2)c1 (stereo not given),-18,0.8,2.8,8,0,-1,0.9,2,0,0.4,3
O=C(COC(=O)c1cc[n+]([O-])cc1)Nc1cc([N+](=O)[O-])ccc1Cl,-12,2.7,1.4,-12,-2,3,1.4,6,-7,-2.6,1
CC(C)c1onc(C(=O)NCc2ccc(F)cc2)c1[N+](=O)[O-],-9,1.6,2.1,286*,5,3,4.1,-2,0,1.8,1
COc1ccc(F)c(CN2CCC(n3nccc3NC(=O)CCCc3ccccc3)CC2)c1,-1,1.3,-2.2,-9,-1,7,-3.1,1,1,-0.4,1
CCN(CC)S(=O)(=O)c1ccc(Cl)c(NC(=O)c2ccccc2C)c1,1,0.7,4.5,-8,-4,5,-1.6,-8,-5,-0.3,-5
CCNc1ccc2c(Cl)cc(=O)oc2c1,1,3.2,-1.8,-9,7,0,-4.1,7,-7,3.4,2
O=C(N/N=C/C=C\c1ccccc1[N+](=O)[O-])c1ccco1,26,1.9,-2.6,x,16,1,1.3,-9,-16,-0.7,2
CCOC(=O)[C@H]1[C@H]2COc3ccc(C)cc3[C@@H]2N2C(=O)c3cc(Cl)ccc3NC(=O)[C@@]12C,21,1.8,0.2,105,-1,-4,1.6,1,-13,-3.6,-1
COC1C(O)C(O)C(O)C(O)C1O (stereo not given),2,-1.2,x,x,-2,0,x,5,3,0.0,1
O=C(CSc1nnc(-c2ccccc2)n1Cc1ccco1)Nc1ccc(S(=O)(=O)N2CCCC2)cc1,18,1.1,0.4,3,-10,2,1.1,-7,-2,0.2,1
CCCc1ncc(CN2CCC(C(=O)Nc3cccc(-c4cscn4)c3)CC2)cn1,3,-0.6,2.5,4,1,4,0.1,-1,-4,-1.4,1
Cc1cccc(NC(=S)NNC(=O)c2csc3c2CCCC3)c1,9,-1.3,0.5,4,-5,2,-3.1,0,-17,0.5,-1
CCCCOc1ccc(C2C(C(=O)c3ccc(C)o3)=C(O)C(=O)N2Cc2ccco2)cc1 (stereo not given),-8,5.3,-0.8,-14,2,2,0.1,-7,-11,0.4,20
O=S1(=O)CCOC[C@H](Cc2ccccc2)N1Cc1cccc(Cl)c1,5,2.0,3.3,4,10,0,1.5,-4,-1,-0.2,-4
CCOC(=O)NN1C(=O)c2ccccc2NC1c1ccc(OC)c(OC)c1 (stereo not given),-9,2.1,1.2,-2,-6,3,-1.1,1,2,0.3,-2
CCc1cc2c(NCCC(=O)O)ncnc2s1,-14,3.8,2.5,-10,4,1,-0.9,-1,-12,-1.5,2
CCOC(=O)CC(NC(=O)Cc1cccs1)c1ccccc1Cl (stereo not given),17,2.5,-2.8,1,-4,-5,-3.4,4,4,0.5,1
CCCCN(C)CCNC(=O)C(=O)c1c(C)[nH]c2ccccc12,-5,2.9,1.1,4,-4,-5,-1.0,0,-4,0.0,-3
COc1cc(C2/C(=C(\O)c3ccc4c(c3)CC(C)O4)C(=O)C(=O)N2CCCn2ccnc2)cc(OC)c1OC (stereo not given),12,0.6,2.9,-2,-5,-4,-2.2,-4,-5,0.2,4
CCOC(=O)c1c(C)[nH]c(C(=O)/C(C#N)=C/c2ccc(OC)c(OC)c2)c1C,10,2.6,-0.1,-9,1,-4,-0.9,-6,1,0.4,11
c1ccc(-c2csc(-c3ccc(-c4csnn4)cc3)n2)cc1,-5,-1.1,-0.3,10,12,0,0.2,-9,-6,-5.0,-6

# Next part; the last two above are carried over.
SMILES,HTR5A inv ag,phage Ecoli inh,AddAB inh,SUMO Mot1 rescue,Tat transport,HTR5A ag,Ecoli viability,PKA-R2B act,PKA-R1A act,CDK5 p35 inh,DAGLB inh
CCOC(=O)c1c(C)[nH]c(C(=O)/C(C#N)=C/c2ccc(OC)c(OC)c2)c1C,10,2.6,-0.1,-9,1,-4,-0.9,-6,1,0.4,11
c1ccc(-c2csc(-c3ccc(-c4csnn4)cc3)n2)cc1,-5,-1.1,-0.3,10,12,0,0.2,-9,-6,-5.0,-6
CCOC(=O)c1cnc2c(C(F)(F)F)cccc2c1NCCCN1CCOCC1,2,2.0,0.2,112,-1,-1,-0.6,7,-5,-2.5,-3
N/C(Cc1nc(-c2ccc(F)cc2)cs1)=N\O,x,1.8,6.2,1,0,x,0.8,x,x,-0.3,x
Cc1ccc2cccc(OCC(=O)NCc3ccco3)c2n1,1,2.8,4.9,8,-5,0,0.2,-9,6,-0.8,-1
CC1CN(C(=O)c2cccc(COc3ccc(Br)cc3)c2)CC(C)O1 (stereo not given),-4,3.0,1.3,-13,-2,2,0.3,-11,-2,1.9,-2
Cn1c(SCc2ccccc2)nnc1-c1ccc2c(c1)OCO2,-2,0.6,1.9,17,1,-2,-1.7,-8,-1,1.1,-2
CC(C)(C)NC(=O)/C=C/c1cccc(C(F)(F)F)c1,-6,2.3,1.2,2,-6,0,-0.5,-8,-3,-1.8,-4
Cc1cc(N2C(=O)CC(N3CCN(C(c4ccccc4)c4ccccc4)CC3)C2=O)no1 (stereo not given),-14,2.4,-0.6,-11,7,5,-1.7,3,-5,-0.5,-2
Cc1ccc(NC(=O)Nc2ccc(C(=O)N3CCOCC3)cc2)cc1,0,-1.0,3.4,24,0,2,-1.8,1,-2,2.1,2
O=C(N/N=C/c1cccc2ccccc12)c1n[nH]c2c1CCCC2,-5,4.2,3.4,83,5,2,-1.3,-4,4,0.8,-1
Cc1cccc(Oc2nc(CN3CCOCC3)nc3sc4c(c23)CCCC4)c1,8,-0.7,-0.7,47,8,-1,-1.9,-11,-6,1.7,-4
Nc1cccnc1Sc1ccccc1,-37,1.5,1.9,4,1,-1,3.1,1,-7,0.1,-1
Cc1[nH]n(-c2ccccc2)c(=O)c1-c1cccc(Cl)c1,16,5.1,1.2,x,-2,1,2.6,-9,1,0.8,-4
O=C(Nc1cc(Br)ccc1O)C1CC(c2ccccc2Cl)=NO1 (stereo not given),-5,2.8,x,-5,5,1,x,9,1,-1.4,-3
COc1cccc(Nc2ncnc3sccc23)c1,-8,3.9,5.2,-2,2,3,3.9,-3,-6,-7.1,0
CCCNC(=O)c1cc(S(=O)(=O)N2CCc3ccccc32)ccc1F,-38,3.2,0.7,-3,-2,0,1.5,1,-2,0.1,-10
CCC(c1nnnn1CS(=O)(=O)c1ccc(C)cc1)N1CCN(c2nc3ccccc3s2)CC1 (stereo not given),6,2.5,44*,365,6,-4,32*,2,0,2.7,-14

# Full records, quoted from the list. Values in the order: HTR5A inv ag | phage Ecoli inh | AddAB inh | SUMO Mot1 rescue | Tat transport | HTR5A ag | Ecoli viability | PKA-R2B act | PKA-R1A act | CDK5 p35 inh | DAGLB inh
# Cc1cc(N2C(=O)CC(N3CCN(C(c4ccccc4)c4ccccc4)CC3)C2=O)no1 (stereo not given) is listed with -14 | 2.4 | -0.6 | -11 | 7 | 5 | -1.7 | 3 | -5 | -0.5 | -2
# Cc1[nH]n(-c2ccccc2)c(=O)c1-c1cccc(Cl)c1 is listed with 16 | 5.1 | 1.2 | x | -2 | 1 | 2.6 | -9 | 1 | 0.8 | -4

# Quoted from the listing.
# PKA-R2B act with CCC(c1nnnn1CS(=O)(=O)c1ccc(C)cc1)N1CCN(c2nc3ccccc3s2)CC1 (stereo not given) reads 2
# SUMO Mot1 rescue with CC1CN(C(=O)c2cccc(COc3ccc(Br)cc3)c2)CC(C)O1 (stereo not given) reads -13
# phage Ecoli inh with CCOC(=O)c1cnc2c(C(F)(F)F)cccc2c1NCCCN1CCOCC1 reads 2.0
# PKA-R2B act with Cc1ccc2cccc(OCC(=O)NCc3ccco3)c2n1 reads -9
# HTR5A ag with Cc1cc(N2C(=O)CC(N3CCN(C(c4ccccc4)c4ccccc4)CC3)C2=O)no1 (stereo not given) reads 5
# PKA-R1A act with COc1cccc(Nc2ncnc3sccc23)c1 reads -6
# AddAB inh with N/C(Cc1nc(-c2ccc(F)cc2)cs1)=N\O reads 6.2
